# Wee1 stabilizer: inhibitors of human Wee1 degradation. P30291. actives 1.2% (n = 220,000). HeLa Luc-Wee1K328M stability, luciferase luminescence; 100% = proteasome inhibitor MG132 effect. reporter increase, % at 5 µM;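 active means activation above the mean of all tested compounds plus 3 SD, set per screening run, cut at about 8.8% in these data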;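 further: cells exposed to compound for 20 h before luminescence read; 0% = DMSO alone and 100% = MG132 at 30 µM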
# CHOP inh: blocks CHOP induction under ER stress. CHO-K1 CHOP-promoter luciferase, tunicamycin-induced, 15-18 h. inhibition, % at 10 µM. actives 3.8% (n = 220,000);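 active means compounds that reduced the stress-induced luciferase reporter signal by more than about 70% of percent inhibition, limit read from the data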;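 further: 0% = tunicamycin plus vehicle and 100% = wells without tunicamycin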
# TRPN1 ag: zebrafish TRPN1 (NompC) channel agonism | actives 0.18% (n = 220,000) | activation, % at 3 µM | HEK293 zebrafish TRPN1-YFP, Fluo-8 calcium fluorescence; 100% = response to 87 µM carbachol;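 active means activation above its plate's cutoff, the mean activation of test wells on that plate plus 3 SD, cut at about 19% in these data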;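 further: 0% = DMSO alone and 100% = 87 µM carbachol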
#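 Assay system: Zebrafish TRPN1-YFP in HEK293 cells | Incubation: Dye loading 1 h at 37 °C, then 30 min room temperature | Measured by: Kinetic Fluo-8 fluorescence, ex 470-495, em 515-575 nm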
# BaF3 tox: counter-screen for JAK2V617F inhibitors: parental Ba/F3 viability inhibitors; actives 1.1% (n = 220,000); CellTiter-Glo ATP luminescence; inhibition, % at 5.6 µM;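 active means inhibition above a per-campaign cutoff, the mean inhibition of all tested compounds plus 3 SD, cut at about 27% in these data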;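 further: 0% = DMSO wells and 100% = JAK Inhibitor I control wells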
# TRPML3 agonist: human mucolipin-3 channel agonism; Q8TDD5; HEK293 TRPML3-YFP, Fluo-8 calcium fluorescence; 100% = the carbachol control signal; activation, % at 3 µM; actives 0.29% (n = 220,000);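 active means activation above its plate's cutoff, the mean activation of the plate's test wells plus 3 SD, cut at about 12% in these data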;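 further: 0% = DMSO only wells and 100% = carbachol wells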
# Target sequence (Q8TDD5 whole entry, looked up): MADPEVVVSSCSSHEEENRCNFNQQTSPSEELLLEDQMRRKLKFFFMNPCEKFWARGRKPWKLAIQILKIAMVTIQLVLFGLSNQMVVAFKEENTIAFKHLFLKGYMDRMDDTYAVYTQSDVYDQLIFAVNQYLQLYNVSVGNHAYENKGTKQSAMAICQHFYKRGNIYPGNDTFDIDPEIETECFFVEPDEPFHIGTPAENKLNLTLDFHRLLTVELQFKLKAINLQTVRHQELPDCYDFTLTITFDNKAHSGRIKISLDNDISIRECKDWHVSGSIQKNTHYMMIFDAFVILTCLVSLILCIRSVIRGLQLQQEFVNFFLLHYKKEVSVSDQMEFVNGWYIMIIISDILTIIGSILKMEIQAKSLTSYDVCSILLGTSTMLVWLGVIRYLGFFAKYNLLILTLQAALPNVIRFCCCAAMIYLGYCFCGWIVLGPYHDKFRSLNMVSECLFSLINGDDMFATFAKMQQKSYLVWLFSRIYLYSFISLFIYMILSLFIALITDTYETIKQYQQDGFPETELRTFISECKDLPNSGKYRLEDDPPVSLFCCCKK
#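 Test system – HEK293 line with stable expression of human TRPML3-YFP channel · Control set – carbachol 87 µM final as high control (100%), DMSO as low control (0%) · Signal – Fluo-8 calcium dye fluorescence, ex 470-495, em 515-575 nm · Incubation – 1-h 37 °C dye load, 5-s basal, 120-s post-compound reads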
# Ba/F3 V617F tox: loss of viability in JAK2V617F-driven Ba/F3 cells; actives 1.1% (n = 220,000); Ba/F3 EpoR-JAK2V617F viability, ATP luminescence; inhibition, % at 5.6 µM; AID 1446;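 active means inhibition above the campaign mean plus 3 SD over all tested compounds, cut at about 24% in these data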;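 further: cytokine-independent growth of Ba/F3 cells driven by EpoR plus mutant JAK2; 0% = DMSO-treated cells and 100% = JAK inhibitor I control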
# RBBP9 inhibitor: inhibitors of human serine hydrolase RBBP9. inhibition, % at 7.94 µM. O75884. actives 0.2% (n = 220,000). recombinant RBBP9, FP-Rh probe fluorescence polarization;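 active means inhibition above the campaign mean of all tested compounds plus 3 SD, cut at about 14% in these data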;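 further: plate controls were DMSO wells with RBBP9 for no effect and wells lacking RBBP9 protein for full effect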
# Target sequence (O75884 whole entry, looked up): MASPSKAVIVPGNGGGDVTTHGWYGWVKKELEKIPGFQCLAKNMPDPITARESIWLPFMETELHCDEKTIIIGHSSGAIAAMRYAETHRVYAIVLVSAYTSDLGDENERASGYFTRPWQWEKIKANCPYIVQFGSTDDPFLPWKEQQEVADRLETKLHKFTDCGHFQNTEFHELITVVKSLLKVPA
#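 Controls: DMSO-treated enzyme wells and wells lacking RBBP9 | Material: RBBP9 protein | Technique: Fluorescence polarization | Replication: Single well per compound, no replicates | Buffer or medium: Tris-NaCl-Pluronic buffer, pH 8.0 | Timing: 30 min compound preincubation, 45 min probe labeling, 25 °C | Read-out basis: Percent inhibition from mP, scaled between DMSO and no-protein wells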
# TNF death inh: blocks TNF-alpha induced death of Jurkat FADD-/- cells. activation (protection from cell death), % at 10 µM. actives 0.068% (n = 220,000). Jurkat FADD-/- TNF necroptosis rescue, ATP luminescence, 24 h; 0 = TNF only, 100 = no-TNF cells. AID 463075;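 active means activation, meaning protection from cell death, of at least 50% relative to plate controls; inactive means activation below 50%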;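 further: necroptosis triggered by 40 ng/mL TNF-alpha added together with compound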
# PPC-1+TRAIL kill: PPC-1 cancer cell killing with TRAIL present; PPC-1 cells + TRAIL, ATPLite viability luminescence; cell killing (% activity), % at 4 µM; actives 0.41% (n = 220,000); AID 1443;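 active means cell killing above 50% in the first pass at 4 µM, then a duplicate retest at 5 µM averaging 50% or more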;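 further: plate controls were cells with TRAIL plus DMSO for no effect and medium-only wells lacking cells for full effect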
# The depositor's hits bear a star; . = not tested or not shown; [ ] = another dose, or the depositor's remark.
SMILES,Wee1 stabilizer,CHOP inh,TRPN1 ag,BaF3 tox,TRPML3 agonist,Ba/F3 V617F tox,RBBP9 inhibitor,TNF death inh,PPC-1+TRAIL kill
CC(C)CNC(=O)COc1ccccc1[N+](=O)[O-],1,10,-0.7,6,0.6,1,3,-2.0,-17
Cc1cc(C)nc(NS(=O)(=O)c2ccc(NC(=O)COc3ccccc3)cc2)n1,-1,-2,-1.0,0,0.9,2,-7,-1.2,3
Cn1cccc1Cc1nnc(SCC(=O)NCC2CCCO2)n1C (centres undefined),-2,5,-1.6,1,0.5,-2,7,0.1,6
CCCN(c1ccc(C)cc1)c1nc(=O)c2cccnc2s1,-1,12,-0.6,4,-0.4,-4,-3,2.5,-13
O=C(N/N=C/c1sc(N2CCCCC2)nc1-c1cccs1)C1CC1,2,0,-1.1,4,-0.4,-2,-1,0.5,11
CCOc1ccc(OCC)c(NC(=O)CN(C)S(=O)(=O)c2cnc[nH]2)c1,4,-30,1.8,6,0.6,1,0,-4.0,17
CCc1ccc(Nc2nnc(SCC(=O)NCCN3C(=O)CSC3=O)s2)cc1,1,7,-1.8,0,0.6,-2,2,-0.1,45[5 µM]
COc1cc(C2CC(=O)n3c(nc4ccccc43)S2)cc(OC)c1OC (centres undefined),-1,5,-1.1,3,1.1,0,-4,-2.1,20
CCOC(=O)C1CCN(C(=O)c2cnn3c(C)cc(C)nc23)CC1,0,-23,-0.1,3,0.3,-2,-2,-3.1,-20
CCOc1cc(C(=S)N2CCOCC2)ccc1OC(=O)/C=C/c1ccc(OC)c(OC)c1,-5,-1,0.1,1,0.6,-1,-11,3.1,22
O=C(Nc1cc(C(F)(F)F)ccc1-n1cncn1)c1ccc(-c2ccccc2)cc1,0,51,0.1,3,0.6,-1,-3,3.2,-20
CC(NC(=O)/C=C/c1ccccc1)c1ccccc1 (centres undefined),-1,8,0.2,4,-0.5,-1,-10,0.8,13
C=C(C)CSC1=C(C#N)C(c2ccsc2)CC(=O)N1 (centres undefined),-1,55,0.7,0,0.4,-4,5,-0.5,6
CCCCN(CC)CCCNC(=S)Nc1ccc2nc(N3CCN(C)CC3)cc(C)c2c1,0,7,1.6,11,1.3,2,7,-4.4,30
CCn1c(CNC(=O)COc2ccc(C(C)C)cc2)nnc1SCC(=O)Nc1ccccc1F,0,66,0.2,5,0.2,2,-4,0.6,6
Cc1ccc2[nH]c(=O)c3cc(C(=O)NCCN4CCN(C)CC4)sc3c2c1,-2,16,0.8,5,0.6,3,-2,-0.6,21
CCOC(=O)C(C)CC(C)C(=O)N1CCOCCOCCN(C(=O)C(C)CC(C)C(=O)OCC)CCOCC1 (centres undefined),1,-1,0.7,6,-0.7,0,-1,-0.6,12
O=C(NCc1ccco1)c1cc2n(n1)C(C(F)(F)F)CC(c1ccc(Cl)c(Cl)c1)N2 (centres undefined),0,88*,-0.5,7,0.1,2,-8,-4.0,3
O=C(CSc1nc2scc(-c3ccccc3)c2c(=O)[nH]1)NC1CCCCC1,-2,9,0.1,4,-0.2,4,1,-0.9,-3
Cc1ccc(N2CC(C(=O)Nc3ccc(C)c(S(=O)(=O)N(C)C)c3)CC2=O)cc1 (centres undefined),0,47,2.1,6,0.6,5,-1,-1.8,4
S=C(Nc1ccc(Br)cc1Cl)Nn1cnnc1,-3,21,-1.6,1,1.1,-1,-3,0.5,-6
COc1ccc(CC(=O)Nc2ccc(C(N)=O)cc2)cc1,-3,20,0.7,0,1.2,1,0,1.0,-1
CCOC(=O)C1=C(O)CSC1=Nc1cccc2ccccc12,-1,18,1.0,4,-0.6,2,-8,0.3,13
OCCN1CCN(c2nc3ccccc3nc2-c2ccccc2)CC1,0,3,0.4,1,1.4,1,0,1.2,0
O=C(NC1CC2CCCC(C1)N2C(=O)NC1CCCCC1)c1ccccc1 (centres undefined),0,6,0.0,-1,0.1,-6,-10,-3.0,23
CSc1ccccc1NC(=O)c1ccccc1,-2,-16,-0.1,2,-0.4,-1,-1,-0.5,8
O=C(NNC(=O)c1cccnc1)NC12CC3CC(CC(C3)C1)C2,-1,-8,-0.4,1,0.9,-3,-7,0.4,33
O=S(=O)(Nc1cccc2ccccc12)c1cccc2nonc12,0,7,-0.6,4,0.5,-4,11,-0.7,13
COc1cc(OC)c(OC)cc1CN(C)C(c1ccccc1)c1nnnn1-c1ccccc1C (centres undefined),1,85*,-2.1,0,-1.4,-3,-5,-1.0,12
Cc1cc(N/N=C/c2ccc(Cl)cc2Cl)nc(NCc2ccccc2)n1,-1,17,-1.9,5,-0.2,-2,-3,2.4,3
CCC(=O)Nc1ccc(Oc2ccc3c(c2)C(=O)NC3=O)cc1,-1,29,0.4,2,-0.4,1,-2,-0.3,4
CCCCCCOc1ccc(C(=O)O)cc1,-1,2,-0.2,2,0.0,-5,0,1.3,7
O=C(COC(=O)c1c(Cl)ccc(Cl)c1Cl)NC1CCS(=O)(=O)C1 (centres undefined),-3,-7,-0.9,1,0.7,5,-3,-0.4,5
O=C(Nc1ccc(Br)cc1)C(c1ccccc1)c1ccccc1,-2,83*,1.1,0,0.4,-1,1,0.2,18
CCOC(=O)c1[nH]c2ccc(F)cc2c1NC(=O)C1=COCCO1,-2,13,-0.4,5,-1.1,2,-8,-0.9,-1[5 µM]
O=[N+]([O-])c1ccc(NCCNCCOc2nonc2-c2ccccc2)c([N+](=O)[O-])c1,2,-2,3.1,4,0.0,-4,3,1.4,13
O=C(Nc1ccc2c(c1)Cc1ccccc1-2)c1ccc(Br)o1,1,36,-0.5,1,0.2,-1,-12,-1.9,17
CC(C)CCC(C)NC(=O)c1ccc2nccnc2c1 (centres undefined),5,-31,-1.0,-2,-0.6,-3,6,0.7,7
O=C(Nc1cccc(Cl)c1)O/N=C\c1ccncc1,1,-10,1.3,2,0.6,0,-4,-1.7,10
CC(C)OC(=O)C1CC=CCC1C(=O)Nc1ccc(Cl)cc1 (centres undefined),3,53,-2.0,0,-0.3,-1,0,5.4,0

# Entries above containing a nitro group on carbon (2):
SMILES,Wee1 stabilizer,CHOP inh,TRPN1 ag,BaF3 tox,TRPML3 agonist,Ba/F3 V617F tox,RBBP9 inhibitor,TNF death inh,PPC-1+TRAIL kill
CC(C)CNC(=O)COc1ccccc1[N+](=O)[O-],1,10,-0.7,6,0.6,1,3,-2.0,-17
O=[N+]([O-])c1ccc(NCCNCCOc2nonc2-c2ccccc2)c([N+](=O)[O-])c1,2,-2,3.1,4,0.0,-4,3,1.4,13

# Other records:
SMILES,Wee1 stabilizer,CHOP inh,TRPN1 ag,BaF3 tox,TRPML3 agonist,Ba/F3 V617F tox,RBBP9 inhibitor,TNF death inh,PPC-1+TRAIL kill
COCCNC(=O)Cn1cc2c(n1)CCCCC2,-1,16,3.3,12,0.1,3,2,0.9,9
COc1cccc(C(c2sc3nc(C)nn3c2O)N2CCN(C(=O)c3ccco3)CC2)c1 (centres undefined),-1,18,1.1,0,0.5,-3,-4,2.1,9
Cc1ccc(NNC(=O)c2c(C)noc2C)cc1Cl,-3,9,0.1,0,0.3,-1,-3,-1.3,4
O=C(CSc1cccc[n+]1[O-])NC1CCCCCCC1,-1,2,-0.7,13,1.1,3,-4,0.0,1
O=C(Nc1ccc(Cl)cc1)Nc1nnc(CSCc2ccccc2Cl)s1,1,38,2.0,6,1.1,0,6,0.6,10
CN(CCc1cnn(C)c1)Cc1nc(Cc2ccccc2)no1,-1,9,-0.4,7,1.2,4,-1,0.6,5
CC(=O)N1CCc2cc(S(=O)(=O)NCCC3=CCCCC3)ccc21,-3,.,8.1,22,2.4,15,0,-8.6,.
Cc1cc(=O)oc2cc(OCC(=O)NCc3ccncc3)ccc12,1,0,-1.8,2,0.1,1,-1,-0.3,-1
Cc1nc(N2CCN(C)CC2)c2sc(=S)n(C)c2n1,-2,74*,0.9,1,0.7,-4,0,0.0,20
COc1ccc(CN2CCNC(=O)C2CC(=O)NC2Cc3ccccc3C2)c(OC)c1 (centres undefined),1,1,0.7,7,0.1,0,-6,-0.4,11
Cc1c(C(=O)c2ccccc2)c(=O)n(C)c(=O)n1C,0,8,0.9,4,0.8,-3,1,0.8,19
Cc1ccc2nc(SCC(=O)NCc3cccs3)c(C#N)cc2c1,1,-2,0.0,0,0.2,-4,-9,-1.1,30
Cc1nnc(NC(=O)c2oc3cc(C)c(C)cc3c2C)s1,0,17,1.2,-2,0.1,-4,7,0.8,26
CN(CCOc1ccccc1)Cc1nc2cc(Cl)ccc2c(=O)[nH]1,1,6,-0.2,0,-0.6,-4,0,-0.5,9
CCN(CC(=O)NC(=O)NCc1ccco1)Cc1nc2ccccc2c(=O)[nH]1,-1,-8,-0.5,4,-0.5,-3,-1,-0.1,0
Cc1ccc(S(=O)(=O)c2nc(S(C)(=O)=O)sc2NCc2ccc3c(c2)OCO3)cc1,-2,9,0.0,2,0.2,-3,-6,-1.9,18
CCCCCCNc1cc(C)oc(=O)c1C(C)=O,-2,-4,-2.2,2,-1.3,3,-1,-0.6,8
CCOC(=O)c1c(NC(=O)C(=O)N/N=C/c2ccccc2O)sc2c1CCCCC2,-1,55,0.2,5,0.5,6,-10,-8.9,13
COc1ccc(CCNC(=O)CSc2cccc3cccnc23)cc1OC,-1,-6,-0.6,11,0.2,5,4,0.5,2
CCOC(=O)c1ccc2c(c1)n(CCO)c(C)[n+]2CC,-2,11,1.2,6,0.7,1,7,-2.9,-3
COC(=O)c1nn(-c2ccccc2)ccc1=O,1,12,0.3,5,0.5,3,-8,-1.4,7
Nc1cc([N+](=O)[O-])ccc1O,8,-19,0.1,-1,-0.1,-1,12,1.0,9
CN1CCN(c2ccc(CNS(=O)(=O)Cc3ccc(Cl)cc3)cc2)CC1,0,-9,1.8,1,0.5,2,-8,-3.6,3
Cc1ccc(S(=O)(=O)N2CCC(N3CCCCCC3)CC2)cc1,-3,-11,-0.1,5,0.6,-3,-7,1.3,6
Cc1cc(C(=O)N/N=C/c2cc(Br)cc(Br)c2OC(=O)c2ccccc2)n[nH]1,1,81*,0.0,4,0.9,-5,-2,-4.2,18
O=C(c1ccccc1)n1nc(-c2ccccc2)nc1NCc1ccco1,1,27,-0.7,5,1.1,0,0,3.3,16
Cc1cccn2cc(CCNC(=O)c3ccco3)nc12,2,-29,1.1,2,0.5,-1,-8,0.4,-13
Cn1c(=O)c(-c2cc(=O)[nH][nH]2)c(O)c2ccccc21,-3,-13,0.2,14,0.0,3,-19,-0.9,20

# Compound activity deposited in PubChem BioAssay by several laboratories.

# Not a hit list; 6.8% or so of the library scored in one or more.
